PLK1 kinase inh – inhibitors of human PLK1 kinase. 97,000 tested, 0.53% active. P53350. recombinant PLK1 kinase, TR-FRET peptide phosphorylation. inhibition, % at 10 µM;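 active = inhibition of 50% or more in the single-concentration screen; inactive = inhibition below 50%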;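 note: 0% = DMSO max control and 100% = H-89 dihydrochloride min control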
FAK inh – blocks human focal adhesion kinase activity; biochemical FAK kinase activity assay; 97,000 tested, 0.84% active; inhibition, %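 (tested at 7 µM)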; Q05397; in the data active = inhibition above about 19%;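 note: 0% = DMSO and 100% = reference compound high control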
ERa SRC1 pot – enhances coactivator binding to human estrogen receptor alpha; P03372; TR-FRET ERalpha-LBD/SRC-Cy5 coactivator binding, 2 h; 100 = basal binding, no effect; coactivator binding (% of control), % at 25.6 µM; 86,000 tested, 1.3% active; in the data active = activity above about 200%;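 note: binding measured in presence of low estradiol as agonist stimulus; 0% = peptide alone without receptor and 100% = receptor with peptide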
CD11b adhes enh – increases human CD11b/CD18 adhesion to fibrinogen; P05107+P11215; K562 CD11b/CD18 adhesion to fibrinogen, ATPlite luminescence; activation, % at 10 µM; 93,000 tested, 0.07% active;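 active = 10 µM primary screen giving 50% or more activity, confirmed by 40% or more on retest at that dose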; note: strong numbers were not always called active
Target sequence (P05107 whole entry, looked up, other chains not shown): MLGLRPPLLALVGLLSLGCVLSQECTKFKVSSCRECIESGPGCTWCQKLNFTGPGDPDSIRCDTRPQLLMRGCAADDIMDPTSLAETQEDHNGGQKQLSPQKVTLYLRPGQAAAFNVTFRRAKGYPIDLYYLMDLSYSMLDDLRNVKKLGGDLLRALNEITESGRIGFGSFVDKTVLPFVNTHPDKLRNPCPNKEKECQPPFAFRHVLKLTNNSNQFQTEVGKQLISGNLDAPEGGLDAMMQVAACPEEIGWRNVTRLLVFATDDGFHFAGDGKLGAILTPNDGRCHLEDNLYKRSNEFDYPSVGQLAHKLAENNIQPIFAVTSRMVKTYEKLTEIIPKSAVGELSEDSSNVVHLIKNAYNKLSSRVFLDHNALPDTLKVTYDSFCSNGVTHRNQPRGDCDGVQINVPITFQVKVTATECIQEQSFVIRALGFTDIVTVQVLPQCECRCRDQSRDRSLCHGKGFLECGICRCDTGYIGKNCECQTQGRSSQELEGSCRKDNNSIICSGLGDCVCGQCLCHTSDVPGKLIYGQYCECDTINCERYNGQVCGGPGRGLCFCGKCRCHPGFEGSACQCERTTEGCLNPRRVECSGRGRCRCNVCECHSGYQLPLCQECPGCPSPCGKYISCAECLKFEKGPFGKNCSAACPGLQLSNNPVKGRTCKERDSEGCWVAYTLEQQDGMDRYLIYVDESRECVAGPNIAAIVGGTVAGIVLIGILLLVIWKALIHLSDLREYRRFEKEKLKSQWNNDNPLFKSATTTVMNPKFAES
HIV Rev-RRE inh – HIV Rev-RRE protein-RNA interaction inhibition | 97,000 tested, 0.79% active | AID 704 | Rev peptide-RRE RNA binding, FRET | P05866 | inhibition, % at 8 µM;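 active = inhibition above the screen-wide mean plus 3 SD, cut at about 35% in these data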;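 note: 0% = median DMSO wells and 100% = median Neomycin B control wells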
Target sequence (P05866 whole entry, looked up): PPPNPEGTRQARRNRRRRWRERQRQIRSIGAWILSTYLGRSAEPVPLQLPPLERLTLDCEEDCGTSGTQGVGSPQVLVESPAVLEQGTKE
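Test system: labelled RRE RNA duplex and labelled Rev peptide. Times: 5 min compound–RNA preincubation, then 15 min with peptide, 25 °C. Doses: single-dose 8 µM. Measured by: FRET, excitation 480 nm, emission 540 nm donor and 671 nm acceptor. Measure: % inhibition of FRET ratio versus controls.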
Mac1 fbg inh – blocks human CD11b/CD18 adhesion to fibrinogen | 93,000 tested, 0.54% active | P05107+P11215 | inhibition, % at 10 µM | K562 CD11b/CD18 adhesion to fibrinogen, ATPlite luminescence; Mn2+ added to activate the integrin;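 active = primary inhibition of 50% or more at 10 µM, then 40% or more on retest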; note: some results filed as inactive read as strong as hits
ERa coact inh – blocks coactivator binding to human estrogen receptor alpha | P03372 | TR-FRET ER-alpha LBD / SRC-1 peptide, estradiol-bound | inhibition, % at 25.6 µM | 86,000 tested, 1.7% active | AID 629; in the data active = inhibition above about 50%;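 note: 0% = receptor plus peptide control and 100% = peptide only without receptor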
ERb coact inh – blocks coactivator binding to human estrogen receptor beta; Q92731; TR-FRET ER-beta LBD / SRC1-Cy5 peptide binding; receptor agonist-loaded with 1 µM estradiol; inhibition, % at 25.6 µM; 86,000 tested, 1.3% active; AID 633;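 active = compounds whose percent inhibition of the receptor-coactivator binding signal exceeds about 50% in the single-dose screen, limit read from the data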;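 note: 0% = receptor plus peptide wells without compound and 100% = peptide-only wells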
Plk1 PBD FP – inhibitors of human Plk1 polo box domain binding. P53350. Plk1 PBD phosphopeptide binding, fluorescence polarization. inhibition, %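 (tested at about 20 µM)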. 97,000 tested, 0.13% active; in the data active = inhibition above about 34%, passing the limit was not always enough
Active calls of the source: *; . = no result given; [ ] = dose if it differs, or a comment.

SMILES	PLK1 kinase inh	FAK inh	ERa SRC1 pot	CD11b adhes enh	HIV Rev-RRE inh	Mac1 fbg inh	ERa coact inh	ERb coact inh	Plk1 PBD FP
COc1ccc(Cn2ccnc2)cc1Br	-4.7	1.6	100.7[fluorescence artefact?]	-2.8	4.3	3.2	0.8	3.5	7.9
CC(=O)c1cn(CCCCCCCCCCn2cc(C(C)=O)c(=O)[nH]c2=O)c(=O)[nH]c1=O	-6.5	-1.0	.	.	0.8	.	.	.	1.6
Cc1ccc(-c2nnc(SCC(=O)OC(C)C)n2N)cc1	-7.2	2.7	109.8	.	7.3	.	1.1	-3.0	-23.4
O=C(/C=C/C=C/c1ccccc1)CC1(O)C(=O)N(CCc2ccccc2)c2ccccc21 (stereo not drawn)	-7.0	-8.4	.	-1.7	-0.9	22.6	.	.	-6.8
CCN(CC)CCn1c(NCc2cccc(OC)c2OC)nc2ccccc21	-2.2	1.5	103.2[fluorescence artefact?]	2.0	1.8	-4.4	2.8	1.2	4.5
Cc1ccc(NC(=O)N2CCC(C(=O)NCc3ccc(F)cc3)CC2)cc1	-3.5	2.6	120.1	-4.8	4.5	1.2	-4.8	-6.9	-12.5
CCOC(=O)CCCNC(=O)COc1ccccc1C#N	.	.	87.1[fluorescence artefact?]	-2.9	.	3.6	20.9	17.9[fluorescence artefact?]	.
O=C(Cc1ncc(C(F)(F)F)cc1Cl)N1CCN(c2cccc(Cl)c2)CC1	-8.7	3.4	.	1.5	15.3	-5.0	.	.	0.7
CCOC(=O)NCc1ccc(S(=O)(=O)Nc2ccc(C)cc2)cc1	-3.7	-0.8	97.4	.	3.5	.	13.1	7.2	-30.3
O=C(Cc1coc2ccc3ccccc3c12)N1CCCC1	-8.9	1.2	104.7	-4.7	0.6	10.2	-26.3	-17.2	-16.8
NC(=O)C1CCN(C(=O)CSCc2ccccc2Cl)CC1	-7.0	1.5	115.0[fluorescence artefact?]	-1.1	0.7	5.3	-1.4	4.2	7.0
Cc1nc(SC(C)C)[nH]c(=O)c1Cc1ccccc1	-12.7	4.0	124.8	-3.3	1.3	-4.6	3.4	-7.8	13.2
Cc1nnc(SCc2ccccc2)n1N	.	.	99.7	-2.3	.	5.3	-0.6	-9.9	.
COc1ccc(-c2nnc(NC(=O)c3ccc(S(=O)(=O)N4COCC4(C)C)cc3)o2)cc1	-8.9	0.3	.	0.8	13.5	18.0	.	.	-35.2
COCCNC(=O)CSc1nc2cc(OC)c(OC)cc2c(=O)n1Cc1ccco1	-2.7	2.0	84.8	1.5	0.7	6.3	11.3	5.0	16.3

Filtered by structure, the entries above with an aryl methoxy group (four)
SMILES	PLK1 kinase inh	FAK inh	ERa SRC1 pot	CD11b adhes enh	HIV Rev-RRE inh	Mac1 fbg inh	ERa coact inh	ERb coact inh	Plk1 PBD FP
COc1ccc(Cn2ccnc2)cc1Br	-4.7	1.6	100.7[fluorescence artefact?]	-2.8	4.3	3.2	0.8	3.5	7.9
CCN(CC)CCn1c(NCc2cccc(OC)c2OC)nc2ccccc21	-2.2	1.5	103.2[fluorescence artefact?]	2.0	1.8	-4.4	2.8	1.2	4.5
COc1ccc(-c2nnc(NC(=O)c3ccc(S(=O)(=O)N4COCC4(C)C)cc3)o2)cc1	-8.9	0.3	.	0.8	13.5	18.0	.	.	-35.2
COCCNC(=O)CSc1nc2cc(OC)c(OC)cc2c(=O)n1Cc1ccco1	-2.7	2.0	84.8	1.5	0.7	6.3	11.3	5.0	16.3

New compounds follow:
SMILES	PLK1 kinase inh	FAK inh	ERa SRC1 pot	CD11b adhes enh	HIV Rev-RRE inh	Mac1 fbg inh	ERa coact inh	ERb coact inh	Plk1 PBD FP
Cc1scc(C(=O)N2CCN(S(C)(=O)=O)CC2)c1-c1ccccc1	-9.3	0.8	122.1	2.6	2.5	-3.9	-3.5	-0.6	28.2
N#C/C(C(=O)NCc1ccco1)=C1/SC(Cc2ccc(Cl)cc2)C(=O)N1c1ccccc1 (stereo not drawn)	-7.2	2.1	82.7[fluorescence artefact?]	.	24.3	.	-16.5	-16.8	7.9
O=C(Nc1ccccc1N1CCCCC1)c1ccc(F)cc1	-35.7	-2.0	95.7	0.4	17.1	-3.6	-12.5[fluorescence artefact?]	3.3[fluorescence artefact?]	-20.7
O=C(O)c1ccc2c(c1)C(=O)N(CCC1=CCCCC1)C2=O	.	.	98.7	-3.2	.	10.3	-44.0	-13.6	.
Cc1nccn1CCc1n[nH]c(=S)n1Cc1ccccc1	-4.5	5.4	117.8	-0.6	4.3	-5.6	8.6	3.7[fluorescence artefact?]	-14.0
N#CC(C(=O)Nc1cccc(Cl)c1)=C1Nc2ccccc2N1	-11.9	2.1	105.0	24.4	4.2	14.9	-13.3	-6.7[fluorescence artefact?]	-6.5
CCOc1ccc2nc(NC(=O)CS(=O)(=O)c3ccc(C)cc3)sc2c1	-30.5	0.7	97.7	0.1	17.5	-27.3	-3.1	3.9	2.7
CCOc1ccc(-c2nnn(CC(=O)NCc3ccc4c(c3)OCO4)n2)cc1	-11.9	-1.0	118.7[fluorescence artefact?]	.	3.4	.	-6.3	4.8	3.9
COc1ccc(NC(=O)c2ccc3nccnc3c2)cc1	-2.2	-0.7	105.1	.	1.7	.	19.1	10.8[fluorescence artefact?]	-6.8
O=C(Nc1cccnc1)c1cc(-c2cccs2)on1	-3.9	-0.8	115.3[fluorescence artefact?]	.	5.3	.	7.9[fluorescence artefact?]	3.6[fluorescence artefact?]	6.8
Cc1cccc(NC(=O)c2ccc(S(=O)(=O)N(C)C)cc2)c1	12.0	-0.6	118.1	2.4	1.4	-39.2	-1.2	-9.5	-20.6
O=S(=O)(c1ccc(Oc2ccc(Cl)cc2)c(S(=O)(=O)N2CCCCC2)c1)N1CCCCC1	-11.1	0.5	120.3	.	6.2	.	7.5[fluorescence artefact?]	2.4	30.3
CCCCc1nc(SCC(=O)Nc2ccc(S(N)(=O)=O)cc2)n[nH]1	-9.4	0.1	113.1	-2.9	-3.8	-23.1	16.4	16.4	-11.6
Cc1ccc(OCCCn2cc(C#N)c3ccccc32)cc1	-11.2	1.1	116.7	.	19.6	.	-0.6	-4.3	-0.8
CC(C)c1ccc(/C=C/C(=O)NC2=NCCS2)cc1	5.9	1.1	.	-1.1	16.3	-1.9	.	.	-14.2

Taken from the listing for reference:
SMILES	PLK1 kinase inh	FAK inh	ERa SRC1 pot	CD11b adhes enh	HIV Rev-RRE inh	Mac1 fbg inh	ERa coact inh	ERb coact inh	Plk1 PBD FP
CCCCc1nc(SCC(=O)Nc2ccc(S(N)(=O)=O)cc2)n[nH]1	-9.4	0.1	113.1	-2.9	-3.8	-23.1	16.4	16.4	-11.6
Cc1ccc(OCCCn2cc(C#N)c3ccccc32)cc1	-11.2	1.1	116.7	.	19.6	.	-0.6	-4.3	-0.8
CC(C)c1ccc(/C=C/C(=O)NC2=NCCS2)cc1	5.9	1.1	.	-1.1	16.3	-1.9	.	.	-14.2

Going on with the list.
SMILES	PLK1 kinase inh	FAK inh	ERa SRC1 pot	CD11b adhes enh	HIV Rev-RRE inh	Mac1 fbg inh	ERa coact inh	ERb coact inh	Plk1 PBD FP
CCC(Sc1ccc2nnc(-c3cccnc3)n2n1)C(=O)O (stereo not drawn)	.	.	117.8	-0.1	.	-34.7	-4.6	1.0	.
O=C(NCCc1ccncc1)Nc1ccccc1	-1.7	-0.7	95.9	.	7.5	.	0.0[fluorescence artefact?]	0.1	-9.4
C=C(C)Cn1c(N(CCO)Cc2ccccc2)nc2c1c(=O)[nH]c(=O)n2C	-6.1	-6.1	116.1	-4.0	-3.8	4.4	-6.9	-10.1	-2.1
Cc1ccc(N(C(=O)c2ccncc2)C2C=CS(=O)(=O)C2)cc1 (stereo not drawn)	-7.8	-0.3	117.6	0.3	8.6	8.1	-10.7	-5.8	-3.4
CSc1nc(N(C)NC(=O)c2cccc(C)c2)c2ccccc2n1	-2.3	-2.9	.	-7.3	3.8	27.8	.	.	57.6
O=c1[nH]ncn2cccc12	4.2	-1.8	.	.	2.5	.	.	.	11.4
O=C(COc1ccc(CO)cc1)Nc1ccc(F)cc1	-10.3	-1.3	98.2	-4.1	11.4	-1.0	-4.8[fluorescence artefact?]	-6.9	-17.7
CCOc1ccc(NC(=O)C2CC(=O)N(c3cc(C)cc(C)c3)C2)cc1 (stereo not drawn)	-9.6	-3.0	110.6[fluorescence artefact?]	-2.5	7.6	-4.6	-10.2	-12.5	6.2
CCC(Sc1nc(C)cc(=O)[nH]1)C(=O)Nc1nc2c(s1)CCCC2 (stereo not drawn)	-14.5	-3.0	106.3	-5.6	2.8	4.7	-3.1[fluorescence artefact?]	-2.0	-12.2
O=S(=O)(Nc1cccc2c1ccc1cccn12)c1cccs1	-10.7	1.9	84.0[fluorescence artefact?]	.	-1.4	.	4.6	13.4	4.5
COC(=O)c1ccccc1NC(=O)CSc1nc(O)cc(=O)n1C1CCCC1	-12.1	-3.9	128.3	-5.0	-5.6	2.3	-2.5	0.6	7.5
CCCCCCC(=O)Nc1ccc(Cl)cn1	-2.4	2.0	133.6	-3.4	-3.4	1.2	1.8	-3.0	-23.4
Cn1c(SCc2cnc(-c3ccccc3)s2)nnc1C1COc2ccccc2O1 (stereo not drawn)	-7.0	-1.9	97.6[fluorescence artefact?]	-2.7	7.1	-22.2	-0.5	-13.8	-5.0
CCCCSc1c(C)c2cc3c(cc2[nH]c1=O)OCO3	-7.4	8.3	116.8	-2.9	9.6	0.2	17.6[fluorescence artefact?]	34.2	2.5
CCN(CC)S(=O)(=O)c1cccc(C(=O)Nc2ccc(C#N)cc2)c1	.	.	105.9	-7.3	.	65.6	-2.3	-3.5	.
CC(=O)c1cc2c(cc1NC(=O)c1c(-c3ccccc3)noc1C)OCO2	-5.9	-4.6	.	.	1.7	.	.	.	-19.9
CCOC(=O)Cn1ncc2c(=O)oc3ccccc3c21	-11.9	1.0	92.3[fluorescence artefact?]	-5.8	6.1	-2.2	-6.9	-4.3	-7.1
Cc1nc(CCNC(=O)c2cccs2)cs1	-9.7	-0.2	104.1	.	5.7	.	-31.0	-26.7[fluorescence artefact?]	-16.7
